# Polio RdRp inh: poliovirus RNA polymerase inhibition. actives 0.66% (n = 150,000). % elongation, % (compound at 16.7 µg/mL). poliovirus polymerase elongation, fluorescence polarization; stronger effect = lower value. P03300; in the data active = % elongation below about 90%; also: some results filed as inactive read as strong as hits
# Target sequence (P03300 1749-2209 limits assumed): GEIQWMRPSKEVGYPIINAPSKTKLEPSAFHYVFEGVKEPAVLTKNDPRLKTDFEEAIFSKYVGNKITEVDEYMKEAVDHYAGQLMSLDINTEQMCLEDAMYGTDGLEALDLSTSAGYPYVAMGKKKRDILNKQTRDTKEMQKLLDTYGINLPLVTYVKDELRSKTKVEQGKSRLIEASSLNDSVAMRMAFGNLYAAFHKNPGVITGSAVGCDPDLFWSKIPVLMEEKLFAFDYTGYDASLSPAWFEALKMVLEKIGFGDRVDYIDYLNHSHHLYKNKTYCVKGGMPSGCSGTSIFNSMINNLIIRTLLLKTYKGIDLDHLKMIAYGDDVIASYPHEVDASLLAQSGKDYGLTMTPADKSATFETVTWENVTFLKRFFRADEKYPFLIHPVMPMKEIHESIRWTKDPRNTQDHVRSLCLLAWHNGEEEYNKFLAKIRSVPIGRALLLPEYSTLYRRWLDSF
# Polio RdRp inh FP z-score: second read-out of Polio RdRp inh, no call of its own (marks repeat the call); z-score; measured here: FP z-score; hits read low
# * hit, by the source's call.
SMILES,Polio RdRp inh,Polio RdRp inh FP z-score
CCN1CCC(N(Cc2ccc(F)cc2)C(=O)Nc2cc(C)ccc2OC)CC1,100,-0.6
CC1(C)CC(=NNC(=O)CC#N)CC(C)(C)N1,101,-0.2
CNC(=O)CN1C(=O)/C(=C/c2ccccc2C)Sc2ccccc21,102,0
CC(C(=O)Nc1ccccc1)N1CCCCC1 (stereo unspecified),99,-0.7
O=S(=O)(c1ccc(Cl)cc1)C(F)(F)C(F)(F)C(F)(F)F,94,-0.6
Cc1nnc(NC(=O)c2cccn(Cc3cccc(F)c3)c2=O)s1,108,0.4
Cc1cc(C(F)F)n2ncc(C(=O)NCc3ccccc3)c2n1,101,-0.1
Cc1c2cnn(-c3ccccc3)c(=O)c2c(C)n1CC(=O)NCc1ccccc1Br,110,1.1
COc1ccccc1CNC(=O)Cn1c(-c2cccs2)cc2cc(F)ccc21,115,0.8
COc1ccccc1NC(=O)c1c(NCc2sccc2C)sc2c1CCCCC2,111,1.1
Cc1cccc(-c2noc(CCCC(=O)NC3CCCCC3)n2)c1,104,1.1
CCn1c(SCc2nc(-c3cccs3)no2)nnc1-c1ccncc1,102,0.2
COC(=O)CSc1ncc2c(n1)-c1ccccc1N(Cc1ccc(Cl)cc1)S2(=O)=O,105,-0.1
COc1ccc(CCNc2ncnc3[nH]ncc23)cc1OC,101,-0.2
COc1ccc(C(=O)OCC#N)cc1S(=O)(=O)N1CCN(c2cccc(Cl)c2)CC1,105,0.3
COC(=O)c1cc2sc(Cl)cc2n1CC(=O)Nc1cc(OC)cc(OC)c1,107,0.3
CCOC(=O)c1c(-c2cccs2)csc1NC(=O)C1CC=CCC1C(=O)O (stereo unspecified),102,0.3
Cc1ccc2c(c1)c(=O)c1ccccc1n2CCCC(=O)Nc1ccc(C)c(C)c1,103,-0.2
O=C1C=C(Nc2ccccc2Br)CCC1,103,0.5
COc1ccc(C2NN(CN3CCOCC3)C(=S)N2Cc2ccccc2)cc1 (stereo unspecified),107,0.4
CCN(Cc1ccccc1)C(=O)Nc1ccc2c(c1)N(C)C(=O)c1ccccc1S2,104,-0.8
CCOc1cc(C#N)c(NC(=O)c2ccc(OC)cc2)cc1OCC,104,0
N#CCC(=O)Nc1ccc(C(=O)OCC(=O)N2CCN(c3ccccc3)CC2)cc1,101,-0.2
CCN(c1ccc(C)cc1C)S(=O)(=O)c1nnc(NC(=O)c2ccccc2OC)s1,104,-0.9
COC(=O)CN1C(=O)CSc2ccc(S(=O)(=O)N3CCOCC3)cc21,112,0.9
O=c1oc2ccccc2cc1-c1cn2cc(Cc3ccc(Br)cc3)sc2n1,103,0
O=S(=O)(Cc1ccc(Cl)cc1Cl)c1nc2ncccc2[nH]1,102,-0.1
CCc1ccc(C2CC(=O)NC(N)=N2)cc1 (stereo unspecified),101,-0.1
CC1CN(S(=O)(=O)c2ccc(NC(=O)C(NC(=O)Cc3ccccc3)C(C)C)cc2)CC(C)O1 (stereo unspecified),102,0
Cc1cccc(C)c1Nc1nc2ccccc2nc1NS(=O)(=O)c1ccccc1,100,-1.4
O=C(Nc1ccc(-c2nc3ncccc3o2)cc1)c1ccccc1,105,0.9
Cc1ccc(NC(=O)C2CCN(c3nc(-c4ccc(C(C)C)cc4)no3)CC2)c(Cl)c1,109,0.4
CC(=O)Nc1ccc(NC(=O)C2CCCN2S(=O)(=O)c2ccc3c(c2)CCCC(=O)N3)cc1 (stereo unspecified),109,0.5
CCN(Cc1ccncc1)C(=O)C1CC1C (stereo unspecified),101,-0.6
Cc1ccc(P(=O)(CO)c2ccc(C)cc2)cc1,102,0.4
CCCCOc1ccc(-c2nnn(C(C)(C)C(=O)O)n2)cc1,100,-0.7
O=C(Nc1ccc2ccccc2n1)c1ccc(Cl)cc1,106,0.2
Cc1cc(C)c2c(=O)c3c(oc2c1)C(=O)N(CCO)C3c1ccccc1F (stereo unspecified),102,0.1
CCOc1nc2cccnc2n(C(CC)C(=O)Nc2ccccc2CC)c1=O (stereo unspecified),103,1.5
Cc1nn(C)cc1C(=O)c1ccccc1,101,-0.4

# Ordered by heavy-atom count (falling): part of the list above.
SMILES,Polio RdRp inh,Polio RdRp inh FP z-score
CC1CN(S(=O)(=O)c2ccc(NC(=O)C(NC(=O)Cc3ccccc3)C(C)C)cc2)CC(C)O1 (stereo unspecified),102,0
CC(=O)Nc1ccc(NC(=O)C2CCCN2S(=O)(=O)c2ccc3c(c2)CCCC(=O)N3)cc1 (stereo unspecified),109,0.5
Cc1ccc(NC(=O)C2CCN(c3nc(-c4ccc(C(C)C)cc4)no3)CC2)c(Cl)c1,109,0.4
CCN(c1ccc(C)cc1C)S(=O)(=O)c1nnc(NC(=O)c2ccccc2OC)s1,104,-0.9
Cc1cccc(C)c1Nc1nc2ccccc2nc1NS(=O)(=O)c1ccccc1,100,-1.4
COc1ccc(C2NN(CN3CCOCC3)C(=S)N2Cc2ccccc2)cc1 (stereo unspecified),107,0.4
O=c1oc2ccccc2cc1-c1cn2cc(Cc3ccc(Br)cc3)sc2n1,103,0
CCOc1cc(C#N)c(NC(=O)c2ccc(OC)cc2)cc1OCC,104,0
O=C(Nc1ccc(-c2nc3ncccc3o2)cc1)c1ccccc1,105,0.9
CCCCOc1ccc(-c2nnn(C(C)(C)C(=O)O)n2)cc1,100,-0.7
O=S(=O)(Cc1ccc(Cl)cc1Cl)c1nc2ncccc2[nH]1,102,-0.1
O=C(Nc1ccc2ccccc2n1)c1ccc(Cl)cc1,106,0.2
Cc1ccc(P(=O)(CO)c2ccc(C)cc2)cc1,102,0.4
CCc1ccc(C2CC(=O)NC(N)=N2)cc1 (stereo unspecified),101,-0.1
Cc1nn(C)cc1C(=O)c1ccccc1,101,-0.4

# Remaining list, next part:
SMILES,Polio RdRp inh,Polio RdRp inh FP z-score
CCC(CC)N1CCN(S(=O)(=O)CC)CC1,100,-0.7
Cc1ccc(Oc2nc(Cl)nc(Oc3ccc(C)cc3)n2)cc1,99,-0.7
CC(=O)Nc1ccc(C(=O)Cn2c3[n+](c4c(F)c(F)ccc42)CCCCC3)cc1,104,0.8
Cc1c(Cl)cccc1NS(=O)(=O)c1ccc(-c2cnc(C3CC3)o2)cc1,109,0.6
NCCSc1n[nH]c(=O)[nH]c1=O,100,-0.2
Cc1cc(SCC2=NNC(=O)C2)c(Cl)cc1Cl,95,-1.6
Cc1ccccc1Nc1c(-c2cccc(O)c2)nc2ccc(Br)cn12,109,0
CC1CCCC(C)N1C(=O)COc1ccc(C(=O)N=Nc2c(O)[nH]c3ccccc23)cc1 (stereo unspecified),102,0.2
COc1cccc(NC(=O)Cn2c(=O)n(-c3ccccc3)c(=O)c3c4c(sc32)CCCC4)c1,109,0.9
CC1CCN(S(=O)(=O)c2ccc3c(ccn3CCC(=O)NCc3ccccc3F)c2)CC1,110,0.4
O=C1CCC2(C(=O)O)N1c1ccccc1C(=O)N2C1CC1 (stereo unspecified),102,-0.5
COc1cc(C(=O)Nc2ccccc2C(=O)OCc2cc(=O)n3oc(C)cc3n2)cc(OC)c1OC,100,-0.8
COC(=O)c1ccc(COC(=O)C2COc3ccccc3O2)o1 (stereo unspecified),98,-0.8
Cc1ccc2[nH]c(=O)c(CN(C)C(=O)C(C)C)cc2c1,103,0.5
CCCOc1cccc(C(=O)Nc2ccc(-c3nc4ccccc4o3)cc2)c1,107,0.5
O=c1ccn(CN2CCCCC2)c(=O)n1CN1CCCCC1,107,0.4
CN1C(=O)C(/C(N)=N\NC(=O)c2ccccc2)C2CC1(C)Oc1ccccc12 (stereo unspecified),101,-0.2
CCOc1ccc(Oc2nc(NC)nc(N3CCOCC3)n2)nn1,111,1
COC(=O)c1scc(-c2ccc(C)cc2)c1S(=O)(=O)N1CCN(c2ccc(C)cc2C)CC1,99,-1.8
Cc1ccc2nc(CN3CCN(C(=O)Nc4ccc(F)cc4)CC3)oc2c1,104,-0.4
CCN(CC)CC(N)c1ccccc1 (stereo unspecified),102,0
O=C(NC1CCCC1)c1n[nH]c(=O)c2ccccc12,101,-0.4
CCCn1c(C)cc(/C=C(\C#N)C(=O)N2CCN(S(=O)(=O)c3ccccc3C(F)(F)F)CC2)c1C,104,0.2
Cc1cccc2c1-c1sc(C(=O)NCc3ccc(Cl)cc3)cc1CO2,105,0.1
CC(Cc1cccs1)NS(=O)(=O)c1ccccc1 (stereo unspecified),105,-0.2
N#Cc1c2ccc(O)cc2n2ccccc12,45,-6.2
CC(Sc1nnc(Nc2ccccc2F)s1)C(=O)N1CCc2ccccc21 (stereo unspecified),103,0
CSc1nc(-c2ccccc2)c(C#N)c(N2CCCC2)n1,100,-0.9
Cn1cnc2cc(NCc3ccc(Br)cc3)ccc21,98,-0.4
COc1ccc(-c2nc3cc(NC(=O)CSc4ccc(C)cc4)ccc3o2)cc1,113,0.5
Cn1c(SCc2ccc(C(F)(F)F)cc2)nnc1C(F)(F)F,106,0.6
Cc1noc(C)c1CSCC(=O)Nc1nc(SCc2ccc(Cl)cc2)n[nH]1,109,0.7
CC1=C(O)C(=O)/C(=C/N(C)C)C1,99,-0.6
CCN(CC)C(=O)c1csc(Nc2ccc(C)cc2)n1,105,0.6
Nn1cc(-c2ccccc2)nc1SCC(=O)Nc1cccc2nsnc12,105,0.3
N#CCCS(=O)(=O)c1nnnn1-c1ccccc1,98,-0.7
NC(=O)c1ccc(NC(=O)COc2ccc(F)cc2Cl)cc1,110,0.7
Cc1ccc(NC(=O)CSc2nnc(-c3cc4occc4n3C)n2-c2ccccc2C)c(C)c1,108,-0.3
O=c1oc2ccccc2c(O)c1CN1CCCC1,107,0.5
O=C1/C(=C/c2cccs2)COc2ccccc21,102,0.2
CCOC(=O)C1CCCN(C(=O)CSc2ccc(NC(C)=O)cc2)C1 (stereo unspecified),100,-0.5
Cn1c2ccccc2n2c(CCC(=O)O)c(-c3ccccc3)nc12,102,-0.8
c1coc(-c2nc3sc4c(NCCN5CCOCC5)ncnc4c3c3c2CCCC3)c1,102,-0.1
CCN1C(=O)c2cccc3c(S(=O)(=O)N4CCCCCC4)ccc1c23,102,0.3
COc1cccc(N(C)C(=O)/C=C/c2ccc(F)cc2)n1,104,0.3
CN1CCC(NC(=S)NCCc2ccccc2)CC1,102,0
COc1ccc2[nH]c(=O)c(CN(CCO)S(=O)(=O)c3ccc(Cl)c(C(F)(F)F)c3)cc2c1,100,-0.5
Cc1nc2n(Cc3ccccc3)c3ccccc3n2c1C(=S)Nc1ccccc1,103,0.4
CCCCN(C)Cc1ccncc1,100,0
Cc1[nH]c(=O)[nH]c1C,104,0.1
# Continuation.
SMILES,Polio RdRp inh,Polio RdRp inh FP z-score
c1ccc(-c2csc(N3CCN(c4ncccn4)CC3)n2)cc1,102,0.1
COCCCn1c(C)cc(C(=O)Cn2nc(C)c(C)c(C#N)c2=O)c1C,100,-0.4
CCCN1C(=O)C(O)(CC(=O)c2ccc(OC)cc2OC)c2cc(Br)ccc21 (stereo unspecified),104,0.5
C[N+]1(CC(O)C[N+]2(C)CCCCC2)CCCCC1,105,0.2
O=C1CN(NC(=O)NC2CCCCC2)C(=O)N1,96,-0.7
CCOC(=O)c1ccc(Oc2cc(C)nc(SC)n2)cc1,104,0.4
c1cn(-c2ccc(N3CCCCC3)nn2)cn1,107,0.2
CCOC(=O)c1c(C)[nH]c(CCC(=O)Nc2ccc(N(CC)CC)cc2C)c1C,105,-0.7
CCC(CC)NC1CCN(Cc2ccccc2)CC1,102,-0.1
CC(=O)c1ccc(NC(=O)CCc2nc(-c3ccc(C)cc3)no2)cc1,113,1.1
CCCC(=O)Nc1ccc(-n2c(C)ccc2C)cc1,105,0.3
CC(C)NC(=O)C1=CC(c2ccco2)=NS(=O)(=O)N1C,104,0.4
N#C/C(=C(/O)CCCN1C(=O)c2ccccc2C1=O)c1nc2ccccc2[nH]1,104,0.7
CC(O)(CNCc1ccc(Cl)cc1)CSc1ccccc1Cl (stereo unspecified),101,-0.3
CCOc1ccc(-c2nnn(CC(=O)NC3CCCCC3)n2)cc1,103,0.4
Cc1cc(C(=O)OCC(=O)N2c3ccccc3Sc3ccccc32)no1,103,0
CC(=O)N1CC=C2C(C#N)=C(N)C(C#N)(C#N)C(CCc3ccccc3)C2C1 (stereo unspecified),104,0.5
O=C(COc1ccc([N+](=O)[O-])cc1)Nc1nc2c(s1)CCCC2,99,-0.4
COc1cc(OC)c(Nc2nc3ccc(C(=O)c4ccccc4)cc3n3c(C)nnc23)cc1Cl,108,1
COC(=O)c1cnc(-n2ncc(C#N)c2N)nc1C(F)(F)F,96,-1.6
O=C(NCCc1c[nH]c2ccccc12)c1cc2ccccc2oc1=O,103,0.5
COc1ccc(-c2ccc(Nc3ccc(OC(F)(F)F)cc3)nn2)cc1,104,0.3
Nc1ccccc1SC(CC(=O)c1ccc(Br)cc1)c1ccccc1 (stereo unspecified),104,0.1
NNc1ccccc1C(F)(F)F,101,-0.5
CCCNC(=O)c1cc(-c2ccccc2)on1,101,0
N#CC(c1ccc(Br)cc1)N1CCN(C(C#N)c2ccc(Br)cc2)CC1 (stereo unspecified),101,0
O=C(O)CNC(=O)c1ccc2ccccc2c1,95,-1.3
Cc1ccc2nc(C3CCCN(C(=O)NCc4ccccc4)C3)[nH]c2c1 (stereo unspecified),102,0
COc1ccccc1CNC(=O)COc1cc(C)nn1-c1ccc(Cl)cc1,102,0
CC1CCCC(NC(=O)Nc2noc3c2COc2ccccc2-3)C1C (stereo unspecified),101,-0.6
CC12CC3(C)CC(C)(C1)CC(C(=O)NC1=NCCS1)(C2)C3,102,0.2
CSC1=C(C#N)C(c2ccccc2Cl)C2=C(CCCC2=O)N1 (stereo unspecified),105,0.2
C=C(C)CNC(=S)N1CCNCC1,99,0.1
C=C(C)c1cccc(C(C)(C)NC(=O)N2CCCC(C(N)=O)C2)c1 (stereo unspecified),100,-0.4
CNC(=O)c1cc2c(n(-c3ccc(C)cc3)c1=O)CC(C)(C)CC2=O,108,0.9
COC(=O)c1cc(Cl)cc(Cl)c1O,98,-0.8
CCCCN(CC)CCNC(=O)c1cc2c(=O)n(CC)c3ccccc3c2s1,96,-0.7

# Assay outcomes from PubChem BioAssay.

# A portion of the library (hit frequency here may not be typical).
